Peg3 imprint: inducers of genomic imprint erasure in mouse ES cells; mouse ES Peg3-LacZ reporter, beta-gal luminescence, 40 h; Potency, µM (top dose mostly 60.7 µM), for inactives: top-dose activity change, positive = activation, usual class: activators; actives 0.02% (n = 110,000); AID 1948;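 also: 0% = negative control wells on the plate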
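Readout: BetaGlo luminescence (5 min, room temp) for LacZ from the normally silent maternal Peg3 allele in female Peg3LacZ-Neo ES cells. Cells 300/well, 40 h, 37C, 5% CO2. Data normalized per plate to negative controls.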
p53ts 39C kill: p53ts cell cytotoxicity, nonpermissive temperature. H1299-p53A138V viability at 39C, ATP luminescence, 24 h. Potency, µM (doses to about 46.1 µM), inactives show at the top dose activity change, negative = cell killing, actives largely listed as cytotoxic. actives 1.5% (n = 130,000). AID 902; also: nearly all actives have a fitted effect of over 55% in size
p53ts 32C tox: cytotoxicity in p53ts cells at permissive temperature | H1299-p53A138V at 32C, ATP luminescence viability, 24 h | Potency, µM (highest dose often 46.1 µM), without a hit: at the top dose activity change, negative = cytotoxicity, most hits filed as cytotoxic | actives 0.93% (n = 130,000) | AID 924;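 also: 0% = DMSO and -100% = full killing by reference compound; nearly all actives have a fitted effect of over 55% in size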
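H1299-p53 A138V cells (temperature-sensitive p53) exposed 24 h to up to 46 uM compound at 32C, where p53 is wild-type in conformation. Viability read as ATP luminescence and normalised to DMSO and 100 uM tamoxifen. AC50 fitted with the Hill equation.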
IkB signaling: IkB pathway inhibition in ABC-DLBCL cells; ABC-DLBCL IkBa-CBG/CBR dual luciferase ratio, 4 h; response scale: scaled: untreated 0%, proteasome inhibitor 100%; AID 445; Potency, µM (top dose mostly 57.1 µM), inactives show at the top dose IkBa stabilization activation; actives 0.04% (n = 110,000); active = well fitted curve in the direction sought with a large enough effect in the signal ratio, not every such curve was filed as active; inconclusive = small, poorly fitted or top-dose-only effect, or a change in a side signal; the % refers to the signal ratio;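 also: the direction sought is a rising ratio; 0% = basal untreated cells and 100% = reference inhibitor full response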
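In this assay, an IκBα–CBG68 fusion accumulates when IKK-driven degradation is blocked; native CBR normalizes for cell number. OCI-Ly3 cells were treated 4 h with compound and doxycycline, then green and red light read after Chroma-Glo addition.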
* marks the source's active call; other numbers are inactive results; ? = inconclusive; nt = no result given; [ ] = dose if it differs, or a comment. Unless noted, calls follow the shape of the dose curve; as a rule, active = well fitted curve in the direction sought with a large enough effect; inconclusive = small, poorly fitted or top-dose-only effect, or another doubt; inactive = no such curve, though single readings can be large; an effect the other way counts as inactive or inconclusive. Unless noted, % is scaled to controls: 0 for no effect and ±100 for the full control effect; potency is read from the fitted curve at half-maximal effect.

The line under a structure holds: Peg3 imprint | p53ts 39C kill | p53ts 32C tox | IkB signaling
- CC1CCc2c(sc3nnn(CC(=O)Nc4cccc(C(F)(F)F)c4)c(=O)c23)C1 (configuration not stated)
    19%[10.9 µM] | -10% | -3% | ?
- CC(C)C(CC(=O)N1CCCCC1)C1CCOC(C)(C)C1 (configuration not stated)
    nt | -12% | -23% | nt
- O=C(NCCN1CCOCC1)c1cc(S(=O)(=O)NCCCN2CCCC2=O)ccc1Cl
    5% | -1% | -6% | 0.0%
- CCCc1cc(C(=O)Nc2sc(C)c(C)c2C(=O)OCC)no1
    7% | -2% | -5% | -2.1%
- CCn1cc(C(=O)Nc2cccc(C(=O)OC)c2)c(=O)c2ccc(C)nc21
    1% | -7% | -6% | 0.0%
- COc1ccc(NC(=O)CN2CC(c3ccccc3)CC2=O)cc1OC (configuration not stated)
    -10% | -3% | -4% | -2.3%
- OC1CCCCC1
    2% | -5% | -4%[1.84 µM] | -0.4%
- Cc1ccccc1C1CC(c2ccccc2)Nc2ncnn21 (configuration not stated)
    -13% | 0% | 10% | -0.3%
- C=CCn1c(Sc2nncn2C)nc2c1c(=O)[nH]c(=O)n2C
    5% | 4% | -12% | 2.3%
- COc1ccccc1N1CCN(CCCNc2c(C)c(=O)n(C)c(=O)n2C)CC1
    -12% | 12% | 25% | -2.9%

(more compounds)
The line under a structure holds: Peg3 imprint | p53ts 39C kill | p53ts 32C tox | IkB signaling
- COc1ccc(NC(=O)CSc2c(C)nn(-c3nnc(C)c(=O)[nH]3)c2C)cc1
    -6% | 8% | 0% | 1.8%
- Cc1ccccc1-c1noc(-c2ccc(N3CCCC3)c([N+](=O)[O-])c2)n1
    -6%[10.9 µM] | -4% | -6% | ?
- COc1cccc(N2CCN(C(c3ccccn3)c3nnnn3C(C)(C)C)CC2)c1 (configuration not stated)
    nt | -1% | 3% | nt
- Cc1cc(C)cc(-n2ccnc(NCCc3ccccc3)c2=O)c1
    5%[10.9 µM] | -21% | 9% | -1.4%
- COc1ccc(Cl)cc1NC(=O)CN1CCC(n2nnc3ccccc32)CC1
    -5% | -2% | -5% | 2.3%
- CCN(c1ccccc1)S(=O)(=O)c1ccc(F)cc1C
    -7% | 7% | -2% | 0.0%
- COc1cccc(-c2cn3nc(C)c(C)nc3n2)c1
    -91%[inhibitor] | ? | ? | ?
- CCN(CC)C(=O)c1cccc(-c2ccc(OC)cc2)c1
    -30% | -9% | -3% | 4.4%
- CCOc1ccc(C(=O)C(c2ccccc2)N2CCOCC2)cc1 (configuration not stated)
    nt | -8% | -7% | 5.5%
- O=C(NC1CCS(=O)(=O)C1)c1cccc(S(=O)(=O)N2CCOCC2)c1 (configuration not stated)
    -9% | 6% | 8% | -0.3%

More compounds:
The line under a structure holds: Peg3 imprint | p53ts 39C kill | p53ts 32C tox | IkB signaling
- CC(=O)Nc1ccc(C)cc1
    1% | 17% | 19%[1.84 µM] | -3.5%
- COc1ccccc1C(=O)Nc1ccccc1SCc1cc(=O)c2ccccc2[nH]1
    4%[10.9 µM] | -29% | 2% | ?
- CCCC[C@@H]1C[C@H]1C(NC(=O)c1ccc(C(F)(F)F)cc1)c1ccc(C(=O)OC)cc1 (some centres not stated)
    29% | -19% | -12% | nt
- CN(C)S(=O)(=O)c1ccc(S(=O)(=O)NC2CCOC(C)(C)C2)cc1 (configuration not stated)
    nt | 8% | 3% | nt
- CCOC(=O)N1CCc2c(sc3c2c(=O)n(-c2ccccc2)c(=O)n3CC(=O)Nc2ccc(OC)cc2OC)C1
    -4%[10.9 µM] | 23% | 9% | ?
- Cc1nc2nc(-c3ccco3)nn2c(C)c1Cl
    -53%[inhibitor] | -8% | -5% | 1.8%
- CC(C)=C(C#N)c1nc2ccccc2s1
    -12% | -3% | 2% | ?
- Cc1c(C(=O)Nc2cccc(C(F)(F)F)c2)sc2nc3n(c(=O)c12)CCCC3
    4%[10.9 µM] | -10% | 4% | -0.1%
- CCOc1ccc(N(c2nc(-c3ccc(OC)c(OC)c3)no2)c2nc(-c3ccc(OC)c(OC)c3)no2)cc1
    -5%[10.9 µM] | 15% | 16% | 1.6%
- c1ccc(-c2oc3ncnc(NCCN4CCOCC4)c3c2-c2ccccc2)cc1
    -22% | -12% | -18% | ?

(more compounds)
The line under a structure holds: Peg3 imprint | p53ts 39C kill | p53ts 32C tox | IkB signaling
- COc1cccc(NC(=O)CCc2nc(-c3cc(OC)c(OC)c(OC)c3)no2)c1
    -6%[10.9 µM] | 2% | -3% | ?
- COc1ccccc1-n1nnnc1SCC(=O)NC1CCCC1
    -18% | 3% | 10% | 0.8%
- COc1cc(NC(=O)N2CCOCC2)cc(OC)c1
    -17% | -6% | 0% | 0.8%
- N#Cc1cccc(NC(=O)CCC2CCCC2)c1
    2% | 8% | 8% | -1.7%
- O=S(=O)(NCC(c1ccccc1)N1CCc2ccccc21)c1ccccc1 (configuration not stated)
    -6%[10.9 µM] | ? | 23% | ?
- CC(CCc1ccccc1)NC(=O)CSc1nc(N)cc(N)n1 (configuration not stated)
    1% | -16% | -5% | 0.9%
- COC(=O)C1C(C)OC(=O)NC1c1ccccc1 (configuration not stated)
    nt | 10%[9.22 µM] | 7%[9.22 µM] | nt
- Cc1cccc(C2c3c(n(C)c(=O)n(C)c3=O)N=C3c4ccccc4C(=O)C32)c1 (configuration not stated)
    -5% | -3% | 0% | 0.6%
- CC(C)c1ccc(Nc2c(-c3ccc(N4CCOCC4)cc3)nc3ncccn23)cc1
    -7%[10.9 µM] | -4% | 9% | -2.3%
- CC(C)CCNC(=O)c1cnc2sc(N3CCCCC3)nn2c1=O
    7%[10.9 µM] | -8% | -6% | -3.1%

The results go on.
The line under a structure holds: Peg3 imprint | p53ts 39C kill | p53ts 32C tox | IkB signaling
- CCC1Oc2ccccc2N(CC(=O)NCCN2CCc3ccccc3C2)C1=O (configuration not stated)
    -14% | 11% | -20% | ?
- CCCc1cnc2c(c1SCC(=O)N1CCC(C)CC1)c(=O)n(C)c(=O)n2C
    -2%[10.9 µM] | -9% | -3% | ?
- CCCCOc1nc(N)nc(-c2ccccc2)n1
    1% | -2% | 6% | -1.2%
- c1ccc(CNc2ncnc3ccc(-c4ccoc4)cc23)cc1
    -8% | 8% | 8% | 1.2%[11.4 µM]
- Cc1ccc(Cn2c(=O)n(Cc3ccccc3)c(=O)c3oc4ccccc4c32)cc1
    -9%[10.9 µM] | -1% | 17% | 1.0%
- CCC1CCCCN1CCCNC(=O)CC1Oc2ccccc2NC1=O (configuration not stated)
    -12% | -3% | 6% | 4.0%
- CCOC(=O)c1ccc(NC(=O)Cc2noc3ccc(C)cc23)cc1
    -10%[10.9 µM] | -16% | -2% | ?
- Cc1noc(C)c1C(=O)N1CCC2(CC1)CN(C(=O)Nc1cccc(F)c1)C2
    nt | 20% | 2% | -0.1%[11.4 µM]
- O=C(c1cc2ccccc2o1)c1cccs1
    -8% | 0% | -12% | 0.3%
- COc1ccc(CC(=O)Nc2nncs2)cc1OC
    23% | -22% | 0% | -0.3%

Following part.
canonical_smiles	Peg3 imprint	p53ts 39C kill	p53ts 32C tox	IkB signaling
Cc1ccc(Cl)cc1NC(=O)C1CCC(CNS(=O)(=O)c2cccc3nsnc23)CC1 (configuration not stated)	-4%[10.9 µM]	11%	11%	-0.5%
CCOc1ccc(-c2nn3c(-c4ccccc4)nnc3s2)cc1	21%	-7%	-1%	1.9%
S=C(NCC1CCCO1)n1nnc2ccccc21 (configuration not stated)	7%	11%	2%	0.2%
COc1ccc(/C=C\C(=O)NC2CC(=O)N(c3ccc(F)cc3)C2)cc1OC (configuration not stated)	-9%[10.9 µM]	-12%	-2%	-1.5%
O=C(NC1CCCCCC1)C1CCCN1S(=O)(=O)c1cccc2cccnc12 (configuration not stated)	-7%	-5%	-8%	-2.8%
Cc1sc(NC(=O)c2ccco2)nc1-c1ccc2c(c1)CC(C)N2C(=O)C1CC1 (configuration not stated)	nt	?	?	?
CC1CCN(C(=O)Cn2cc(SCC(=O)NCc3ccccc3Cl)c3ccccc32)CC1	-13%[10.9 µM]	-6%	0%	?
COc1cc(CCC(=O)OCc2nnc(-c3ccccc3)o2)cc(OC)c1OC	3%	-5%	-4%	?
Cc1nn(CC(=O)Nc2ccccc2F)c(=O)c2c(C)n(-c3ccc(Cl)cc3)nc12	8%[10.9 µM]	-8%	4%	?
O=c1cccccc1NCc1ccccc1	-40%[inhibitor]	9%	-9%	4.3%
Cc1cccc(N2CC34C=CC(O3)C(C(=O)O)C4C2=O)c1 (configuration not stated)	0%	-1%	-5%	1.2%
CCN1C(=O)[C@H]2[C@H]3[C@H](O)[C@H](O)C/C(=N/O[C@@H](C)c4cc(-c5c(C)cc(C)cc5C)no4)[C@@H]3CC[C@@H]2C1=O	nt	-7%[9.22 µM]	8%[9.22 µM]	nt
CCOc1ccc(C(=O)c2oc3ccccc3c2NC(=O)c2cc(=O)c3ccc(C)cc3o2)cc1	7%[10.9 µM]	9%	-8%	-1.2%
CCc1ccc(NS(=O)(=O)c2[nH]ncc2C(=O)OC)cc1	-6%[10.9 µM]	-12%	7%	-4.5%
COc1ccc(/C=C(\C#N)c2nc(-c3cc(Cl)ccc3OC)cs2)cc1	-7%[10.9 µM]	11%	14%	5.2%
O=C(COc1ccc(S(=O)(=O)NC2CCCCC2)cc1)Nc1ccc2c(c1)OCCO2	-10%	-3%	9%	?
COC(=O)CN1C(=O)C2(C(C#N)=C(N)Oc3c2c(C)nn3-c2ccccc2)c2ccccc21 (configuration not stated)	-22%	3%	-2%	?
Cc1nc(SCC(=O)N2CCN(c3ccccc3)CC2)[nH]c(=O)c1C	4%[10.9 µM]	-1%	1%	-0.3%
COc1cc2c(cc1O)CCC1C2CC[C@@]2(C)C1CC[C@@H]2O (some centres not stated)	-15%	-26%	-4%	2.7%
CN(Cc1ccccc1)c1nc2c(c(=O)n(C)c(=O)n2C)n1CCSc1ncccn1	-11%	18%	-4%	0.0%
CC1CCCCN1S(=O)(=O)c1ccc(F)c(C(=O)Nc2ccccc2C(F)(F)F)c1 (configuration not stated)	15%[10.9 µM]	?	8%	?
O=C(O)Cn1nc(C(F)(F)F)c2c1CCC2	-5%	0%	6%	-0.4%
CCOc1ccc(-c2cnc(SCC(N)=O)nc2N)cc1	-21%	2%	0%	-1.6%
CCOCCn1cnc2sc(C(=O)NCC(=O)OCC)c(C)c2c1=O	-19%	-9%	-1%	-0.5%
CC(C)CO/N=C1/C[C@@H](O)[C@@H](O)[C@@H]2[C@@H]3C(=O)N(Cc4ccc5c(c4)OCO5)C(=O)[C@H]3CC[C@H]12	nt	4%[9.22 µM]	-1%[9.22 µM]	nt

(continued)
canonical_smiles	Peg3 imprint	p53ts 39C kill	p53ts 32C tox	IkB signaling
CCC(=O)N1CCc2cc(Br)cc(S(=O)(=O)NCCc3ccccc3)c21	23%[10.9 µM]	-19%	12%	3.6%
Nn1c(SCC(=O)Nc2ccc(F)cc2F)nnc1C1CCCCC1	-14%	2%	-1%	?
COC(=O)c1ccc(Cn2c(SCc3ccccc3F)nc3ccncc32)cc1	-7%[10.9 µM]	-23%	-8%	?
CCc1nnc(NS(=O)(=O)c2ccc(NS(=O)(=O)c3ccccc3)cc2)s1	-4%	-3%	-7%	0.5%
C/C(=N\O)C(C)(C)NC(=O)Nc1ccc(Cl)cc1	-13%	-3%	4%	-2.5%
COC(=O)C1=C(CSc2nc3c(cc2C#N)CN(C)CC3)OC(N)=C(C#N)C1c1ccccc1F (configuration not stated)	nt	27%	-17%	nt

Three structures out of the list, arranged by length of the SMILES, largest number first:
canonical_smiles	Peg3 imprint	p53ts 39C kill	p53ts 32C tox	IkB signaling
COC(=O)C1=C(CSc2nc3c(cc2C#N)CN(C)CC3)OC(N)=C(C#N)C1c1ccccc1F (configuration not stated)	nt	27%	-17%	nt
CCc1nnc(NS(=O)(=O)c2ccc(NS(=O)(=O)c3ccccc3)cc2)s1	-4%	-3%	-7%	0.5%
Nn1c(SCC(=O)Nc2ccc(F)cc2F)nnc1C1CCCCC1	-14%	2%	-1%	?

Screens from PubChem.
